APEX1 inh: inhibitors of human APE1 endonuclease; P27695; AID 2517; Potency, µM (top dose mostly 65.8 µM), inactives show at the top dose activity change, negative = inhibition, most hits filed as inhibitors; 350,000 compounds, 0.35% hits; recombinant APE1, TAMRA/BHQ-2 abasic DNA cleavage fluorescence;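 note: potency is the fitted concentration of half-maximal effect; plate controls were vehicle for no effect and reference inhibitor for full effect; nearly all actives have a fitted effect of over 55% in size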
Target sequence (P27695 whole entry, looked up): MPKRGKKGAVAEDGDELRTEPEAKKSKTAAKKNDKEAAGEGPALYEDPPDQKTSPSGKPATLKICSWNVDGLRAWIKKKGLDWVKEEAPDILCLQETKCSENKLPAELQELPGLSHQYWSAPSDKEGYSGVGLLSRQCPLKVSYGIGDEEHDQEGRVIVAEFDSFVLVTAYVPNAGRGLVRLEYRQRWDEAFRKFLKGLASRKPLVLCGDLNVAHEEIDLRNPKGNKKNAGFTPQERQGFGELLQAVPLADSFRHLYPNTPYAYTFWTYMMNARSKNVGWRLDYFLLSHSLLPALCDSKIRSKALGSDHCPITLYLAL
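Measures dequenching upon AP-site incision of a 5'-TAMRA/3'-BHQ-2 THF-containing duplex, 50 nM; human APE1 0.75 nM after 15 min room-temperature exposure to compound; kinetic three-point read at one-minute spacing.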
Pol beta inh: inhibitors of human DNA polymerase beta; Pol beta primer extension/strand displacement, fluorescence kinetic; 340,000 compounds, 1.3% hits; Potency, µM (titrated, usually from 114 µM), inactives show at the highest dose activity change, negative = inhibition, most hits filed as inhibitors; P06746; AID 485314; note: potency is the fitted concentration of half-maximal effect; % is set by controls: 0 for no effect and ±100 for the full control effect
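Human Pol beta at 10 nM; strand-displacement substrate 50 nM final. Compound exposure 15 min at room temperature before start, reaction 10 min at room temperature.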
Apoferritin bind: binds horse apoferritin like a general anesthetic; P02791; apoferritin/1-aminoanthracene competitive binding, fluorescence; Potency, µM (highest dose often 77.5 µM), inactives show top-dose activity change, negative = displacement, most hits filed as inhibitors; 350,000 compounds, 0.074% hits; AID 485281; note: potency is the fitted concentration of half-maximal effect; % is set by controls: 0 for no effect and ±100 for the full control effect; nearly all actives have a fitted effect of over 20% in size
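In PBS, apoferritin at 10 uM is loaded with 1-AMA from a 50% saturated solution. After 10 min of compound exposure at ambient temperature, reduced 535 nm fluorescence indicates probe displacement.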
GRP78 ERSR act: inducers of ER stress response in human glioma cells; U87-MG GRP78 promoter luciferase reporter, 16 h; Potency, µM, without a hit: top-dose activation, most hits filed as activators; 420,000 compounds, 0.02% hits; AID 602332; note: potency is the fitted concentration of half-maximal effect; series mostly up to about 76 µM; % of control where 0% means no effect; nearly all actives have a fitted effect of over 35% in size
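ERSR induction read as luciferase luminescence (Bright-Glo, 10 min at room temperature) in stably transfected human U87-MG glioma cells exposed to compounds for 16 h, using GRP78 as sensor.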
Pol iota inh: blocks human DNA polymerase iota activity; AID 588590; 390,000 compounds, 1% hits; Pol iota fluorescent replication assay, 10 min; Potency, µM (highest dose often 115 µM), without a hit: at the highest dose activity, negative = inhibition, hits mostly inhibitors; note: potency is the fitted concentration of half-maximal effect
Target sequence (Q9UNA4 whole entry, looked up): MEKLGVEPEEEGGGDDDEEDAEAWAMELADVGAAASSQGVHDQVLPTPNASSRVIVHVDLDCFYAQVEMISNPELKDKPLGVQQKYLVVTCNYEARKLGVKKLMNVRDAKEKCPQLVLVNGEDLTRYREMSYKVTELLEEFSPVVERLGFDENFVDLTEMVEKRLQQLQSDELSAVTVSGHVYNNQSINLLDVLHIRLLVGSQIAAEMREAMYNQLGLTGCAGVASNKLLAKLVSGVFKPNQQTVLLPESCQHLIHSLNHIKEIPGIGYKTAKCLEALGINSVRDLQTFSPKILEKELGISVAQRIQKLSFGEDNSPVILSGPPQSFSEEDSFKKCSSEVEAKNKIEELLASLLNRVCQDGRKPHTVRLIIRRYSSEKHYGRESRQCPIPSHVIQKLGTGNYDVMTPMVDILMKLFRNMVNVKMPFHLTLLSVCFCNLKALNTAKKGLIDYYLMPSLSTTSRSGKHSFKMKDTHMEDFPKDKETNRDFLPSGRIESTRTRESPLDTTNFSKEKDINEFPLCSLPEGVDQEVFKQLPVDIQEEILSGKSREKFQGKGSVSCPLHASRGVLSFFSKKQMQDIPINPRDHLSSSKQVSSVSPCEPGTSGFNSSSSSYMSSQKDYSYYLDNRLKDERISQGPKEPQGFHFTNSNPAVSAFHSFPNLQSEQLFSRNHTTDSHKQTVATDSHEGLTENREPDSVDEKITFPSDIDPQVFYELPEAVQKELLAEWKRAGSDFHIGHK
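Pol iota at 10 nM preincubated 15 min with compounds at room temperature; reaction started with fluorescent substrate, 50 nM final. Fluorescence read kinetically at 0 and 10 min; buffer-only wells as negative control.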
Pol eta inh: inhibitors of human DNA polymerase eta. Potency, µM (titrated, usually from 114 µM), for inactives: at the top dose activity change, negative = inhibition, hits mostly inhibitors. 390,000 compounds, 1.2% hits. recombinant Pol eta, fluorescent DNA replication assay; note: potency is the fitted concentration of half-maximal effect; % is set by controls: 0 for no effect and ±100 for the full control effect
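Fluorescent replication assay: 50 nM final substrate added after a 15 min room-temperature compound preincubation with 10 nM enzyme. Signal taken at 0 min and again at 10 min.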
POLK inh: DNA polymerase kappa (human) inhibition. Q9UBT6. purified Pol kappa, fluorescent DNA synthesis assay, 10 min. Potency, µM (highest dose often 107 µM), without a hit: at the top dose activity, negative = inhibition, actives largely listed as inhibitors. 400,000 compounds, 0.53% hits. AID 588579; note: potency is the fitted concentration of half-maximal effect; % is set by controls: 0 for no effect and ±100 for the full control effect
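Kinetic fluorescence readout at 0 and 10 min followed reaction start with substrate at 50 nM final. Beforehand, enzyme (10 nM Pol kappa) stood 15 min with compound at room temperature; buffer-only wells were negative controls.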
BLM helicase inh: Bloom syndrome helicase (human) inhibition | P54132 | recombinant BLM DNA unwinding, fluorescence dequenching | Potency, µM (doses to about 56.1 µM), for inactives: at the top dose activity change, negative = inhibition, usual class: inhibitors | 350,000 compounds, 0.2% hits | AID 2528;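 note: potency is the fitted concentration of half-maximal effect; plate controls were vehicle for no effect and no enzyme for full effect; nearly all actives have a fitted effect of over 35% in size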
LDHA block: LDHA (human) enzyme inhibition; activity change, % (values are at about 110 or 230 µM); purified LDHA, NADH/diaphorase-resazurin fluorescence; hits give low values; AID 1347041; P00338; 480,000 compounds, 0.15% hits; in the data active = activity change below about -30%; inconclusive = mostly about -25% to -30%;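 note: plate controls were DMSO wells for no effect and wells without enzyme for full effect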
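Enzyme activity of human lactate dehydrogenase 5 (2 nM; 0.06 mM NADH, 0.2 mM pyruvate, 5 min, RT) is measured via a resazurin/diaphorase fluorescence readout of residual NADH.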
An asterisk follows results filed as active; ? = inconclusive; / = not tested or not shown; [ ] = remark or other dose. Unless noted, calls come from the whole dose curve; as a rule, active = well fitted curve in the direction sought with a large enough effect; inconclusive = small, poorly fitted or top-dose-only effect, or another doubt; inactive = no such curve, though single readings can be large; an effect the other way counts as inactive or inconclusive.

cpd	structure	APEX1 inh	Pol beta inh	Apoferritin bind	GRP78 ERSR act	Pol iota inh	Pol eta inh	POLK inh	BLM helicase inh	LDHA block
1	COc1ccc2[nH]c3c(=O)n4c(nc3c2c1)SCC4	4%	-14%	3%	-1%	41%[activator]	-11%	-18%	-9%	-3
2	CCCOc1ccc2oc(=O)c3c(c2c1)CCCN3C(=O)CN1CCN(C(=O)c2ccco2)CC1	-2%	28%	0%	/	/	/	/	3%	/
3	CC(C)N(Cc1nc(-c2ccccc2)no1)C(=O)c1ccc([N+](=O)[O-])cc1	6%	5%	-23%	-5%	-3%	-20%	8%	-6%	2
4	Cn1cc(CN2CCC(n3nccc3NC(=O)c3ccccc3Cl)CC2)c2ccccc21	-3%	13%	-4%	-6%	-24%	-19%	-13%	6%	0
5	Cc1ccccc1OCCNC(=O)CSc1ccc(C(F)(F)F)cc1[N+](=O)[O-]	-4%	-19%	?	-4%	-7%	-15%	-2%	3%	-2
6	COCCn1c(SCC(=O)Nc2cccc(OC)c2)nnc1-c1ccccc1	-3%	-3%	-9%	-1%	-5%	-2%	-6%	1%	0
7	O=C(CSC1=Nc2ccccc2C2=NC(Cc3ccccc3)C(=O)N12)Nc1cccc(Cl)c1 (centres undefined)	/	0%	-3%	-3%	13%	0%	-4%[60.1 µM]	-7%	1
8	O=C(CNS(=O)(=O)c1cccc(Cl)c1)Nc1ccc(-c2nc3ccccc3s2)cc1	-3%	-11%	4%	2%	-14%	0%	-6%	-6%	-10
9	Cc1nc(-c2ccccc2)c(-c2ccncc2)o1	-5%	/	-10%	0%	/	/	17%[60.1 µM]	2%	/
10	O=C(O)CSc1nnc(Cc2ccccc2)n1-c1ccccc1	-1%	-11%	0%	-2%	?	4%	-7%	-1%	1
11	COc1ccc(NC(=O)/C=C/C(=O)O)c([N+](=O)[O-])c1	-1%	-2%	-11%	0%	50%[activator]	-8%	-7%	-1%	3
12	CCOc1ccc(-c2[nH]ncc2-c2ccc(Cl)cc2)c(O)c1	-13%	-2%	-20%	-10%	-11%	-14%	-28%	-15%	1
13	COc1ccccc1N1CCN(C[C@@H]2CN3C(=O)N(C)c4ccccc4C3=N2)CC1	-8%	/	/	-1%	/	/	-10%[19.4 µM]	0%	/
14	CCCCC(c1nnnn1CCOC)N1CCN(CC)CC1 (centres undefined)	3%	28%	-12%	-4%	-10%	-3%	-6%	2%	-5
15	Cc1ccc(C(=O)NCCc2ccccc2)cc1N1CCCC1=O	8%	18%	-3%	-3%	19%	-16%	-10%	-1%	-3
16	COc1ccc(NC(=O)CN2CCN(C(C)=O)CC2)cc1S(=O)(=O)N1CCOCC1	15%	/	/	-6%	-12%	-3%	9%	/	1
17	COc1ccc(OC)c(-n2c(-c3cc(-c4ccccc4)n[nH]3)n[nH]c2=S)c1	-4%	-1%	-8%	0%	-6%	-15%	4%	1%	-11
18	O=c1cc(-c2ccccc2)[nH]c2cc(F)ccc12	-3%	-12%	-2%	2%	?	5%	-1%	2%	-11
19	Cc1ccc(CNC(=O)Cn2c(=O)cc(-c3ccccc3)c3c(C)nn(C)c32)cc1	/	-1%	-16%	-4%	-12%	-25%	-7%	-4%	-5
20	Cn1c(=O)c2cc(C(=O)NCCCN3CCN(c4ccc(F)cc4)CC3)sc2c2ccccc21	/	-1%	-2%	-2%	6%	-1%	-11%	0%	-1
21	CCN(C(=O)Cn1c(SCc2ccccc2F)nc2cccnc21)c1ccccc1	/	0%	-14%	1%	2%	-8%	-19%	0%	-9
22	C#CCCCO/N=C1/C[C@@H](O)[C@@H](O)[C@@H]2[C@H]3C(=O)N(c4ccc(F)cc4F)C(=O)[C@@H]3CC[C@@H]12	?	/	4%[15.3 µM]	-6%	/	/	/	-2%[12.4 µM]	/
23	CCOC(=O)C1(CCc2ccccc2)CCN(C(=O)CCn2cnnn2)CC1	-7%	19%	-2%	2%	-24%	3%	-14%	-3%	0
24	CCOC(=O)N1CCN(C(=O)COCc2cc(-c3ccc4c(c3)OCO4)on2)CC1	6%	-12%	-3%	0%	-10%	-13%	-9%	-3%	-3
25	NS(=O)(=O)c1ccc(CNC(=S)NC2CC2)cc1	2%	2%	-6%	-1%	68%[activator]	-14%	4%	1%	-3

Some entries already given, reduced to BLM helicase inh and Pol iota inh.
| cpd | mol | BLM helicase inh | Pol iota inh |
| --- | --- | --- | --- |
| 2 | CCCOc1ccc2oc(=O)c3c(c2c1)CCCN3C(=O)CN1CCN(C(=O)c2ccco2)CC1 | 3% | / |
| 24 | CCOC(=O)N1CCN(C(=O)COCc2cc(-c3ccc4c(c3)OCO4)on2)CC1 | -3% | -10% |

The list goes on:
cpd	structure	APEX1 inh	Pol beta inh	Apoferritin bind	GRP78 ERSR act	Pol iota inh	Pol eta inh	POLK inh	BLM helicase inh	LDHA block
26	O=C(O)c1ccc(Cl)c(S(=O)(=O)Nc2ccc3[nH]c(=O)[nH]c3c2)c1	?	3.5µM*	-1%	-3%	?	?	?	-20%	11
27	CCN1/C(=C/C=C/c2oc3ccc(-c4ccccc4)cc3[n+]2CC)Oc2ccc(-c3ccccc3)cc21	6%	79µM*	?	-17%	?	?	?	22µM*	-2
28	CCOc1ccc(CCNC(=O)c2ccc3c(c2)N(Cc2ccccc2F)C(=O)c2ccccc2S3=O)cc1OCC (centres undefined)	/	-17%	-3%	4%	-7%	?	-22%	-8%	-3
29	Cc1cccc(N(CC(=O)N2CCN(c3ccc(F)cc3)CC2)S(C)(=O)=O)c1C	-1%	8%	-8%	-3%	21%	1%	-3%	-4%	-8
30	CCCCN(C(=O)c1cccc(-c2ccc(OC(C)=O)cc2)c1)c1c(N)n(CCC)c(=O)[nH]c1=O	46%[activator]	/	/	1%	31%[activator]	3%	-30%	/	-12
31	COc1c(/C=N/Nc2ccc(C(=O)O)cc2)c(CCN(C)C(C)=O)cc2c1OCO2	-3%	-6%	-3%	-2%	49%	-20%	6%	-5%	1
32	Cc1ccccc1NC(=O)c1ccc(Nc2c([N+](=O)[O-])cc([N+](=O)[O-])c3ccccc23)cc1	5%	16%	-13%	-6%	13%	-14%	-1%	-2%	-4
33	COc1cc(Br)cc(C2C3=C(CCCC3=O)N(c3ccc(F)cc3)C3=C2C(=O)CCC3)c1O	7%	-26%	?	-1%	32%[activator]	-8%	-3%	-9%	5
34	COc1cccc(C(=O)c2cn(CC(=O)NCCc3ccccc3)c3nc(C)ccc3c2=O)c1	/	11%	-14%	-2%	7%	-10%	-2%	-3%	-2
35	Cc1ccc(S(=O)(=O)N2CCN(C(=O)c3ccc(-n4cncn4)c([N+](=O)[O-])c3)CC2)cc1C	11%	/	/	-3%	54%[activator]	6%	-3%	/	-10
36	COC(=O)c1ccccc1NC(=O)c1cc(OC)cc(OC)c1	0%	1%	-9%	-2%	5%	-5%	-17%	0%	-1
37	O=S(=O)(N1CCCCCC1)N1CCN(S(=O)(=O)N2CCCCC2)CC1	-7%	-15%	-10%	-4%	29%	0%	0%	0%	-1
38	CCOc1ccc(CCN2C(=S)N([C@@H](CC(C)C)CN3CCCC3CN3C(=S)NC[C@@H]3CC(C)C)C[C@@H]2Cc2ccccc2)cc1 (some centres undefined)	/	/	/	-2%	7%	-9%	1%	/	-1
39	CCOc1ccc(-c2nc(N)ncc2-c2ccc(OC)cc2)c(O)c1	-2%	4%	-17%	-5%	-14%	?	-9%	-10%	3
40	Cc1ccc(Cc2nc3ccccc3nc2SCC(=O)NCCc2ccccc2)cc1	/	-28%	-6%	0%	21%	-7%	6%[60.1 µM]	-3%	-11
41	COc1ccccc1NC(=O)Cc1ccc(-c2ccccc2)cc1	-8%[12.4 µM]	31%	-3%	-3%	20%	?	-37%	-11%	-1
42	COc1ccc(-c2ccc3sc4ccccc4c(=O)c3c2)cn1	/	/	/	1%	31%	?	3%	/	0
43	CC/C(Cc1ccccc1)=N/NC(=O)CNC(=O)c1ccc(Cl)cc1Cl	0%	10%	?	3%	10%	-6%	-21%	-1%	-2
44	COC(=O)c1ccc(COc2ccccc2/C=C(\C#N)C(=O)Nc2c(C)cc(C)cc2C)cc1	6%	-15%	-10%	20%	17%	-28%	-4%	-5%	-19
45	CC(=O)O[C@@H]1[C@@H](O)[C@@H](O)[C@H](Oc2c(-c3ccc(O)cc3)oc3c(CC=C(C)C)c(O)cc(O)c3c2=O)O[C@H]1C	/	/	/	-10%	-27%	-13%	-5%	/	1
46	C1CN(c2nc(N3CCOCC3)nc(N3CCOCC3)n2)CCO1	-1%	5%	-2%	-1%	16%	?	2%	-6%	-3
47	O=C(CCCOc1ccc(Cl)cc1Cl)NCCCO	-1%	0%	-1%	-2%	13%	-8%	-13%	-1%	-5
48	Cc1cc(C)cc(NC(=S)N2CCN(CCO)CC2)c1	7%	0%	-10%	-5%	2%	-18%	-14%	-2%	0
49	CCCSc1oc(-c2cccs2)nc1S(=O)(=O)c1ccc(C)cc1	/	17%	-12%	-4%	9%	-23%	-2%	-6%	2
50	O=c1[nH]c2ccccc2nc1/C=C/c1ccc(Cl)cc1	-10%	0%	-5%	8%	111%[activator]	-16%	-3%	0%	-7
51	O=C(Nc1ccc(N2CCOCC2)cc1)c1ccc(Cl)cc1N1CCCC1=O	-4%	/	/	-3%	14%	-17%	2%	/	9
52	CCN1CCN(c2ccc(S(=O)(=O)N3CCCCC3)cc2NC(=O)c2ccc(C)o2)CC1	-1%	/	/	-2%	30%[activator]	-24%	-3%	/	-19
53	Cc1cnn(CCC(=O)NNC(=S)Nc2ccccc2)c1	-9%	-14%	-5%	2%	-2%	-13%	-6%	-1%	-3
54	COCCn1nnnc1C(c1cccc(C(F)(F)F)c1)N1CCN(Cc2ccccc2)CC1 (centres undefined)	0%	10%	-11%	0%	-4%	-14%	-18%	-3%	-1
55	COC(=O)Nc1ccc(S(=O)(=O)N2CCCC(C(=O)N3CCN(C)CC3)C2)cc1 (centres undefined)	4%	15%	3%	1%	22%	-7%	-13%	5%	-5
56	CCCCCCCSc1nc(N)cc(=O)[nH]1	3%	-1%	?	-4%	31%[activator]	-3%	-7%	-4%	-6

An excerpt, so the mix of outcomes need not match the whole.
